# KAT2A inh = qHTS Assay for Inhibitors of GCN5L2; Histone acetyltransferase KAT2A (Homo sapiens), Q92830; GCN5L2 HAT assay, ThioGlo1 CoA-SH fluorescence; Potency, µM (top dose mostly 58.9 µM), inactives show at the top dose activity change, negative = inhibition, usual class: inhibitors; 390,000 compounds, 0.21% hits; AID 504327, 2011
# Target sequence (Q92830 whole entry, looked up): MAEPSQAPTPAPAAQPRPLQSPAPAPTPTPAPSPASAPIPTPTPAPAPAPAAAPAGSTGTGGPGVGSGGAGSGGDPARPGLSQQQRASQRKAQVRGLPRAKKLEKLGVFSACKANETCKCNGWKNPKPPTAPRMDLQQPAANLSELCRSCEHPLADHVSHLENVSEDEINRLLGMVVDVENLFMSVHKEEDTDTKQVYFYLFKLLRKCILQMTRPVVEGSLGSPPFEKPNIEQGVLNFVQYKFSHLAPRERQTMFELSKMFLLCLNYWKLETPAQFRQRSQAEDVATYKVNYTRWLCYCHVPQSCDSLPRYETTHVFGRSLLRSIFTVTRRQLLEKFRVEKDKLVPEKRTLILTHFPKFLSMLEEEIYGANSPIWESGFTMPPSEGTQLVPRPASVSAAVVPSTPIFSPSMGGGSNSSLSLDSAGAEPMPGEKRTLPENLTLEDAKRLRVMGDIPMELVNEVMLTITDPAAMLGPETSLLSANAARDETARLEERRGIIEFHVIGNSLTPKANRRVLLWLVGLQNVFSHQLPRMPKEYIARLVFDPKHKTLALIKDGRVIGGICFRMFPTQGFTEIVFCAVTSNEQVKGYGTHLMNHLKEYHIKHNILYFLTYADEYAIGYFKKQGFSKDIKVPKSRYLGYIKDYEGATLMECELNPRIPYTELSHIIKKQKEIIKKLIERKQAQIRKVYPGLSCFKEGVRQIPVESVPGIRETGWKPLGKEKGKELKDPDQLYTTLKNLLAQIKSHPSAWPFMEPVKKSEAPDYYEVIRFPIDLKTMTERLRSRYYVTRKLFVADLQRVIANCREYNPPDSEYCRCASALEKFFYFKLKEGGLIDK
#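 GCN5L2 (20 nM) in 50mM HEPES pH 7.5, 0.1mM EDTA, 0.01% Tween-20 preincubated 15 min with compounds at room temperature. Reaction started with H3(1-25) 75uM, acetyl-CoA 70uM, ThioGlo1 50uM; CoA-thiol fluorescence (Ex340/Em540) read at 0 and 20 min.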
# DT40 TDP1 no CPT = qHTS for Inhibitors of human tyrosyl-DNA phosphodiesterase 1 (TDP1): qHTS in cells in absence of CPT | DT40 Tdp1-/- hTDP1 cells, no CPT, ATP luminescence, 48 h | Potency, µM (titrated, usually from 46.2 µM), inactives show at the highest dose activity change, negative = growth inhibition, usual class: inhibitors | 420,000 compounds, 15% hits | AID 686978, 2013; also: nearly all actives have a fitted effect of over 55% in size
#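 Chicken DT40 Tdp1-/- cells stably complemented with human TDP1 were seeded at 400 cells/well with DMSO in place of 20 nM camptothecin. After compound pinning, cells grew at least 48 hr at 37 °C; viability read by CellTiter-Glo luminescence.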
# DT40 TDP1 CPT = qHTS for Inhibitors of human tyrosyl-DNA phosphodiesterase 1 (TDP1): qHTS in cells in presence of CPT; 420,000 compounds, 12% hits; chicken DT40 Tdp1-/-;hTDP1 cells + 20 nM CPT, ATP luminescence, 48 h; AID 686979, 2013; Potency, µM (highest dose often 46.2 µM), without a hit: at the top dose activity change, negative = growth inhibition, actives largely listed as inhibitors; also: nearly all actives have a fitted effect of over 55% in size
#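 Chicken DT40 Tdp1-/- cells stably complemented with human TDP1 were seeded at 400 cells/well in medium containing 20 nM camptothecin, exposed to pin-transferred compounds, and grown at 37 °C for at least 48 hr. Viability was read as ATP luminescence.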
# The depositor's hits bear a star; u = inconclusive; x = no result given; [ ] = dose if it differs, or a comment. Calls follow the shape of the dose curve; as a rule, active = well fitted curve in the direction sought with a large enough effect; inconclusive = small, poorly fitted or top-dose-only effect, or another doubt; inactive = no such curve, though single readings can be large; an effect the other way counts as inactive or inconclusive. % is scaled to controls: 0 for no effect and ±100 for the full control effect; potency is read from the fitted curve at half-maximal effect. Rows are unselected; 18% or so of the library scored in one or more.
SMILES,KAT2A inh,DT40 TDP1 no CPT,DT40 TDP1 CPT
CCN(CC)C(=O)COc1ccc(/C=C(\C#N)S(=O)(=O)c2ccccc2)cc1OC,1.0%,7.7%,0.8%
COc1ccc(C)cc1S(=O)(=O)N(CC(=O)NCc1ccco1)c1ccc(C)cc1,1.9%,-6.1%,u
O=C(O)Cc1ccc(N2N=C(c3ccccc3)CC2=O)cc1,x,-3.8%,-9.1%
Cc1ccccc1OCC(=O)N1CCCCCCC1,-6.1%,-27.2%,u
Cc1ccc(-c2nc(=O)[nH]c3ccccc23)cc1,1.1%,-12.8%,5.6%
COc1ccc(C2/C=C\CN(Cc3ccc(N(C)C)cc3)CC(=O)N2Cc2ccc(F)cc2)cc1 (stereo not given),-3.3%,u,u
O=C(Cc1ccccc1)NCC(=O)N1CCN(Cc2cccc(Cl)c2)CC1,0.0%,u,u
O=S(=O)(c1ccc(N2CCCC2c2nc3ccccc3s2)nc1)N1CCOCC1 (stereo not given),-1.3%,u,-5.7%
CCOC(=O)/C=C/C(=O)Nc1cccc([N+](=O)[O-])c1,u,4.11µM*,1.64µM*
Cc1ccc(/C=N/NC(=O)c2cc(-c3cccnc3)nc3ccccc23)cc1,-4.0%,1.46µM*,2.06µM*
Cc1nnc(SCC(=O)N(CC(C)C)c2c(N)n(Cc3ccccc3)c(=O)[nH]c2=O)n1N,-3.6%,3.4%,1.5%
CO[C@H]1C[C@H](O[C@H]2[C@H](C)[C@@H](O[C@@H]3O[C@H](C)C[C@H](N(C)C)[C@H]3O)[C@@H](C)C[C@]3(CO3)C(=O)[C@H](C)[C@@H](O)[C@@H](C)[C@@H](C)OC(=O)[C@@H]2C)O[C@@H](C)[C@@H]1O,x,3.7%[21.1 µM],-22.6%[21.1 µM]
CCc1ccccc1Nc1ccc(C(=O)O)cc1N,-4.7%,-1.4%,-5.5%
CCN1CCN(CC(=O)c2c(C)n(C)c3ccc(OC)cc23)CC1,-3.5%,8.1%,-2.1%
O=c1cc(COc2ccc(Cl)cc2Cl)nc2scc(-c3ccccc3)n12,u,-28.9%,-4.1%
O=C(NCC1CCCO1)c1ccc2ccccc2n1 (stereo not given),-2.0%,5.7%,-6.8%
O=C(CN(Cc1ccco1)C(=O)Cn1nnc(-c2cccs2)n1)NCC1CCCO1 (stereo not given),0.5%,2.4%,-9.4%
O=C(O)CNC(=O)c1ccc2c(c1)OCCO2,-6.0%,-2.6%,8.2%
CCOCCCN(C(=O)c1snc(C(N)=O)c1N)C(C(=O)NC1CCCC1)c1ccc(O)cc1 (stereo not given),-3.4%,-15.5%,-25.0%
Cc1ccc2nc(-c3ccc(NC(=O)C(F)(F)F)cc3)sc2c1,-4.2%,u,-18.2%
Cc1ccccc1OCC(=O)NNC(=O)c1ccc(-c2ccccc2)cc1,-1.1%,-29.2%,-17.5%
O=C(CNS(=O)(=O)c1ccc(Cl)cc1)NNC(=O)c1cccnc1,1.3%,u,u
COc1ccc(S(=O)(=O)NCc2ccncc2)cc1NC(=O)c1ccc(Cl)cc1,-2.5%,14.6µM*,16.4µM*
CCOc1ccc(NC(=O)C2CCCN(c3nc(C)cc(C)n3)C2)cc1 (stereo not given),-3.5%,-21.0%,u
COc1cccc(CN(C)C(=O)/C=C/c2ccc(S(=O)(=O)N3CCCCCC3)cc2)c1,-26.6%,u,u

# Next structures
SMILES,KAT2A inh,DT40 TDP1 no CPT,DT40 TDP1 CPT
CCOC(=O)c1c(S(=O)(=O)N(C)Cc2ccccc2)c(C)n(C)c1C,-4.8%,u,u
Cc1onc(-c2ccccc2Cl)c1C(=O)N1CCc2ccccc2C1,x,u,u
Cc1ccc(S(=O)(=O)n2nc(C)c(Br)c2C)c(C)c1C,-16.9%,20.6µM*,u
Cn1nnnc1SCC(=O)Nc1cc(S(=O)(=O)N2CCCC2)ccc1Cl,-4.5%,0.0%,8.7%
Cc1ccc(C2OC(=O)c3ccccc32)cc1 (stereo not given),-2.5%,-24.8%,-10.7%
Cc1ccc2nc(-c3ccco3)c(CC3CCCCC3)n2c1,x,10.3µM*,13µM*
O=C(Nc1ccc(F)cc1)C(c1cc2ccccc2o1)N1CCN(c2cccc(C(F)(F)F)n2)CC1 (stereo not given),x,u,u
CC1CCC(NC(=O)c2ccc(CS(=O)(=O)c3ccc(Cl)cc3)o2)CC1 (stereo not given),1.6%,18.4µM*,18.4µM*
Cc1cc(C)cc(NC(=O)N2CCC3(CC2)Oc2ccccc2C(=O)N3Cc2ccccc2F)c1,-7.6%,u,u
O=C(CSc1nc2ccccc2c(=O)n1-c1ccc(F)cc1F)Nc1ccc(N2CCOCC2)cc1,-4.3%,20.6µM*,23.1µM*
CCOc1cc(CN2CCCC(CO)(Cc3ccc(F)cc3F)C2)ccc1OC (stereo not given),-6.7%,-19.8%,-24.9%
CCCCCCSc1ccc(-c2nc3ccc(C)cn3c2NCc2ccccc2)cc1OC,-1.8%,18.4µM*,16.4µM*
COC(=O)c1cccc(N2C(=O)c3cccnc3C2=O)c1,-12.6%,-13.0%,-1.2%
COc1ccc(NC(=O)Nc2nnc(C(C)(C)C)s2)cc1,-3.5%,u,-26.2%
COc1cc(C(=O)NCc2nnc(SCC(=O)N3CCOCC3)o2)cc(OC)c1OC,-3.1%,-0.5%,-4.5%
COc1ccc(-c2cc(-c3ccccc3)c(C#N)c(SCC(O)CS(=O)(=O)Cc3ccccc3)n2)cc1 (stereo not given),-8.7%,-27.0%,u
CCN1CCn2c1nc(N1CCOCC1)nc2=O,-7.7%,-10.7%,-21.3%
COc1cc(OC)c(NC(=O)NC(C)c2c(-n3cccc3)sc(C)c2C)cc1Cl (stereo not given),-13.9%,-20.4%,-24.9%
COCCN(C(=O)COC(=O)/C=C/c1ccccc1Cl)c1c(N)n(Cc2ccccc2)c(=O)[nH]c1=O,-0.1%,u,u
Cc1cccnc1NC(=O)CCn1c(=O)oc2ccccc21,-1.8%,5.5%,-20.4%
O=C(CC1NCCNC1=O)Nc1ccc(Oc2ccccc2)cc1 (stereo not given),-4.5%,0.5%,2.8%
COc1cccc(S(=O)(=O)NCc2ccc(C(=O)NCC3CCCO3)cc2)c1 (stereo not given),1.0%,-0.9%,-6.8%
COc1ccc(OC)c(NC(=O)CSCc2cnn(-c3ccccc3)c2-n2cccc2)c1,-5.9%,16.4µM*,u
C[C@H](CO)N1C[C@H](C)[C@@H](CN(C)C(=O)Nc2ccc(C(F)(F)F)cc2)Oc2c(NC(=O)NC3CCCCC3)cccc2C1=O,-7.5%,u,-83.7%
CCOc1cc(/C=N/NC(=O)c2c(C)nc3ccc(Cl)cn23)ccc1O,x,8.2µM*,13µM*

# 5 compounds drawn at random from the list so far:
SMILES,KAT2A inh,DT40 TDP1 no CPT,DT40 TDP1 CPT
Cc1cccnc1NC(=O)CCn1c(=O)oc2ccccc21,-1.8%,5.5%,-20.4%
COC(=O)c1cccc(N2C(=O)c3cccnc3C2=O)c1,-12.6%,-13.0%,-1.2%
COc1cc(C(=O)NCc2nnc(SCC(=O)N3CCOCC3)o2)cc(OC)c1OC,-3.1%,-0.5%,-4.5%
Cc1cc(C)cc(NC(=O)N2CCC3(CC2)Oc2ccccc2C(=O)N3Cc2ccccc2F)c1,-7.6%,u,u
CCOc1cc(CN2CCCC(CO)(Cc3ccc(F)cc3F)C2)ccc1OC (stereo not given),-6.7%,-19.8%,-24.9%

# Reformatted with values under each structure: part of the list above
# Values run as follows: KAT2A inh	DT40 TDP1 no CPT	DT40 TDP1 CPT
- COc1ccc(-c2cc(-c3ccccc3)c(C#N)c(SCC(O)CS(=O)(=O)Cc3ccccc3)n2)cc1 (stereo not given)
→ -8.7%	-27.0%	u
- CCN1CCn2c1nc(N1CCOCC1)nc2=O
→ -7.7%	-10.7%	-21.3%
- COc1cc(OC)c(NC(=O)NC(C)c2c(-n3cccc3)sc(C)c2C)cc1Cl (stereo not given)
→ -13.9%	-20.4%	-24.9%
- COCCN(C(=O)COC(=O)/C=C/c1ccccc1Cl)c1c(N)n(Cc2ccccc2)c(=O)[nH]c1=O
→ -0.1%	u	u
- Cc1cccnc1NC(=O)CCn1c(=O)oc2ccccc21
→ -1.8%	5.5%	-20.4%
- O=C(CC1NCCNC1=O)Nc1ccc(Oc2ccccc2)cc1 (stereo not given)
→ -4.5%	0.5%	2.8%

# More compounds follow.
SMILES,KAT2A inh,DT40 TDP1 no CPT,DT40 TDP1 CPT
CCc1nc2ccc(C(=O)N3CCN(S(=O)(=O)CC)CC3)cn2c1N(C)C(=O)c1cccc(OC)c1,x,-9.2%,-0.6%
N#Cc1c(/N=C/c2ccc(-c3ccccc3C(=O)O)o2)sc2c1CCCC2,0.8%,-25.4%,3.6%
O=c1[nH][nH]c(C(F)(F)F)c1C=NCc1ccccc1Cl,-2.8%,-5.7%,u
CC(=O)N1c2ccc(S(=O)(=O)N3CCCC(C(=O)N4CCCC(C)C4)C3)cc2CC1C (stereo not given),-3.8%,u,23.1µM*
Cc1cccc(CNC(=O)Cc2csc3ccccc23)c1,-9.3%,-21.2%,14.5%
O=C(N/N=C/c1cccc(C(F)(F)F)c1)c1cc2c(s1)-c1ccccc1CC2,u,u,u
CCOC(=O)OC(C)OC(=O)C1N2C(=O)C(NC(=O)C(N)c3ccccc3)C2SC1(C)C (stereo not given),-10.2%,0.9%,-20.3%
CCOC(=O)C1CCN(C(=O)c2cc3cc(Cl)ccc3[nH]2)CC1,-2.1%,-27.5%,u
COC(=O)[C@@H](NC(=O)NCc1ccc(F)cc1)C(C)C,-4.4%,1.2%,2.6%
CCC(C)C1(C2CCCC2)NC(=O)NC1=O (stereo not given),x,-8.6%,-0.7%
CCc1cc(=O)oc2c3c(cc(OCC(=O)NCCN4CCOCC4)c12)OC(C)(C)CC3,u,u,-8.6%
CC(=O)Nc1ccc(-c2ccnc3c2CC(C(=O)Nc2cccc(N(C)C)c2)O3)cc1 (stereo not given),x,2.59µM*,18.4µM*
Cc1cccc(-c2nc(CS(=O)CC(=O)N3CCN(C)CC3)c(C)o2)c1 (stereo not given),-7.6%,-12.4%,3.1%
C=CCOC(=O)C1=C[C@@H](c2csc3ccccc23)C[C@@H](OCCCCO)O1,x,-16.2%,-25.2%
COCCN(C(=O)c1ccc(-c2ccc([N+](=O)[O-])cc2)o1)c1c(N)n(CC(C)C)c(=O)[nH]c1=O,-4.1%,-13.0%,-1.6%
FCCCOc1ccc(-c2nccc(-c3ccc(Br)cc3)n2)cc1,0.9%,-28.4%,u
O=C(CSc1nnc(-c2cnccn2)n1Cc1ccco1)c1ccccc1,2.9%,-6.2%,-14.1%
COC(=O)c1c(NC(=O)COC(=O)c2ccc(Cl)nc2)sc(C)c1C,-1.9%,8.2%,14.0%
CCOC(=O)C(OC(=O)c1sc(=S)n(C)c1C)C(C)=O (stereo not given),-10.0%,-1.9%,-0.9%
CCN(CC)S(=O)(=O)c1ccc(=O)[nH]c1,-7.1%,-6.7%,-5.1%
CNc1c(NS(=O)(=O)c2ccc(F)cc2)c(=O)oc2ccccc12,-2.3%,-8.6%,-21.3%
CN(C)c1cccc(N(C)C)c1CNC(=O)NC(=O)c1c(F)cccc1F,u,u,u
CC(=O)c1cccc(NC(=O)C(OC(=O)c2cccs2)c2ccccc2)c1 (stereo not given),-14.4%,5.9%,5.1%
O=[N+]([O-])C1=C(Nc2cccc3ccccc23)CS(=O)(=O)C1,u,-2.3%,-6.5%
CC(=O)Nc1ccc(NC(=O)[C@@H](NC(=O)c2ccccc2F)C(C)C)cc1,2.3%,-16.4%,-9.2%

# (next part)
SMILES,KAT2A inh,DT40 TDP1 no CPT,DT40 TDP1 CPT
O=C(NC(=S)Nc1ccccc1N1CCCC1)c1cccs1,-7.9%,14.6µM*,16.4µM*
CN(C)CCCNc1oc(/C=C/c2ccccc2)nc1C#N,u,1.2%,2.5%
O=C(CSc1nc2c([nH]c3ccccc32)c(=O)n1-c1ccccc1)Nc1ccc2c(c1)OCO2,-6.9%,23.1µM*,u
CCOc1ccc(-c2nc3c(C#N)c[nH]n3c2NC2CCCCC2)cc1,-6.3%,7.31µM*,8.2µM*
CC(OC(=O)C1CC(O)CN1S(=O)(=O)c1ccccc1[N+](=O)[O-])C(=O)N1CCCCC1 (stereo not given),2.8%,-12.3%,-12.7%
CCOc1cc(/C=N/NC(=O)C(=O)NCC2CCCO2)ccc1OCC(=O)N1CCOCC1 (stereo not given),-12.1%,1.5%,2.1%
CCOC(=O)C1=C(C)NC(=O)NC1c1ccc(-c2ccc(F)cc2)o1 (stereo not given),-5.6%,-26.5%,-20.8%
CCn1c(C(=O)N2CCC(C(=O)N3CCN(c4cc(C)ccc4C)CC3)CC2)cc2sccc21,-13.0%,16.4µM*,23.1µM*
